Bioassay records: PubChem BioAssay, several laboratories
sdo1 growth: compounds rescuing growth of sdo1-depleted yeast, bone marrow failure model | S. cerevisiae sdo1-depleted JHY4D growth rescue, OD600 30 h; hits give high values; pdr5 snq2 efflux-pump mutant strain | z-score at 10 µM | actives 0.21% (n = 140,000) | AID 817;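 active means z-score above 3 at both the 24 hr and the 30 hr optical density reads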;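 further: z-score against mean and SD of all compound wells on the same plate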
Insulin prom inh: TRM-6 insulin promoter activity inhibition; TRM-6 cells (human fetal islet line), insulin promoter-eGFP reporter, imaging; reporter expression induced with tamoxifen; inhibition, % at 2 µM; actives 0.9% (n = 130,000); AID 1273;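 active means inhibition above the mean plus 3 SD, with well images judged a real hit on visual review, cut at about 60% in these data, passing the limit was not always enough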
sdo1 growth Rescue 24 h: second read-out of sdo1 growth, no call of its own (marks repeat the call); z-score; S. cerevisiae sdo1-depleted JHY4D growth rescue, OD600; measured here: growth rescue at 24 h;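 0 is the plate mean of compound wells and units are plate SD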
Numbers without * were called inactive; / = no result given. These rows are one share of the data, so the mix of outcomes need not match the whole.

Compound	sdo1 growth Rescue 24 h	sdo1 growth	Insulin prom inh
CCOc1ccccc1C1CC(=O)NC2=C1C(=O)CC(C)(C)C2 (stereo not given)	-0.45	0.26	/
Clc1ccc(/C=N/NC2=Nc3cccc4cccc2c34)cc1	-0.71	-1.1	/
Cc1nn(C)c(C)c1/C=C/C(=O)O	/	/	-7
O=C1CC(N2CCN(c3ccc(S(=O)(=O)N4CCCC4)cc3)CC2)C(=O)N1c1ccc(F)cc1 (stereo not given)	-0.04	0.17	31
O=C(COc1ccc(Cl)cc1Cl)NCC(=O)N/N=C/c1c[nH]c2ccccc12	0.3	-0.98	-14
Cc1ccc(-n2nc3ccc(NC(=O)c4ccc5c(c4)OCO5)cc3n2)cc1	2.1	-0.16	-26
O=C(NCC(=O)N1CCN(S(=O)(=O)/C=C/c2ccccc2)CC1)c1ccccc1F	/	/	-20
N/C(=N\OC(=O)c1ccc(Cl)cc1)c1cccnc1	-2.1	-2.8	-17
O=C(OCC(O)C(O)COC(=O)c1ccccc1)c1ccccc1 (stereo not given)	0.27	0.35	/
CCC(=O)Nc1cc2c(C)cc(=O)oc2cc1C	-0.8	-0.29	18
COc1ccc(N2CCN(CC(=O)NC(=O)NCc3ccco3)CC2)cc1	0.66	0.99	3
CCN(CC)C(=O)CSc1nnc(CCN)o1	1.2	1.4	-44
O=C(NCc1ccco1)C(C(=O)c1ccc(F)cc1)n1ccccc1=O (stereo not given)	0.45	0.95	20
COc1ccc(CCNC(=O)c2c(C)noc2C)cc1	0.26	0.62	0
Cc1occc1C(=O)NCCc1ccc(Cl)cc1	-0.37	0.03	19
Cc1ccc(NC(=O)COC(=O)CCC(=O)c2ccc(C(C)(C)C)cc2)c([N+](=O)[O-])c1	0.27	0.21	7
CCc1ccc2c(c1)C(c1cccs1)=NNC(c1cccnc1)=N2	0.6	-0.52	/
O=C(NCCc1cccs1)C1CC(c2ccc([N+](=O)[O-])cc2)=NO1 (stereo not given)	0.2	0.8	4
Cc1oc2c(cc(NS(=O)(=O)c3ccc4c5c(cccc35)C(=O)N4)c3ccccc32)c1C(=O)OC(C)C	0.63	-0.74	-35
FC(F)(F)c1cnc(-c2cnc(-c3cccnc3)nc2)c(Cl)c1	/	/	2
COCCCN1CCN(C2Cc3ccccc3Sc3ccc(Cl)cc32)CC1 (stereo not given)	-0.26	-0.92	-31
CCCn1nc2cc(C(=O)NCCCCc3ccccc3)ccc2c1OCC	-0.54	-0.42	/
CCCCCCNC(=O)c1c(N)n(/N=C/c2ccco2)c2nc3ccccc3nc12	/	/	-3
O=C(Oc1cccc2cccnc12)c1ccc(N2C(=O)C3C4CCC(C4)C3C2=O)cc1 (stereo not given)	0.05	0.88	7
CCc1nnc(NC(=O)CSc2ccc(-c3ccccc3OC)nn2)s1	/	/	9
Cc1nnc2sc(-c3ccco3)nn12	-0.19	0.23	46
CCN(CC)C(c1ccc(F)cc1)c1nnnn1CC1CCCO1 (stereo not given)	1.1	0.38	93*
COc1cc(Cl)c(C)cc1NC(=O)COC(=O)c1cnc(C)cn1	-0.9	-0.14	-56
Cc1cc(-c2ccccc2)nc2cc(C(N)=O)nn12	-0.76	-0.41	-54
O=C(Nn1c(C2CCC2)nc2ccccc2c1=O)c1cccs1	/	/	0
c1ccc(-c2nnc(SCCC3OCCCO3)o2)cc1	-0.38	0.06	-14
CNC(=S)Nc1ccc([N+](=O)[O-])cc1	/	/	-36
O=C(NCc1ccco1)c1ccc(COCC(F)(F)C(F)F)cc1	1.1	0.52	/
COc1ccc(NC(=S)Nc2ncccc2C)c(OC)c1	-0.29	-0.39	/
Cc1noc(C)c1S(=O)(=O)N(C)CC(=O)Nc1ccc(F)cc1	-0.28	0.27	-46
Cc1ccc(NC(=O)Cc2nc(CSc3nnc(-c4ccc5c(c4)OCO5)o3)cs2)cc1	-0.55	-1.5	/
C/C(=N\Nc1nc2ccccc2[nH]1)c1cccs1	1.8	1.7	-9
CN(C)CC(=O)N1c2ccccc2CCc2ccc(NC(=O)c3ccc(N)cc3)cc21	1.1	1.2	3
CC1(C)Cc2nc(-c3ccccc3)n3cnnc3c2CO1	-0.03	0.03	/
Nc1nnc(SCc2ccccc2Cl)s1	-0.36	-0.09	21

Look-ups from above:
sdo1 growth Rescue 24 h, O=C(Oc1cccc2cccnc12)c1ccc(N2C(=O)C3C4CCC(C4)C3C2=O)cc1 (stereo not given) is entered as 0.05
Insulin prom inh, COCCCN1CCN(C2Cc3ccccc3Sc3ccc(Cl)cc32)CC1 (stereo not given) is entered as -31

(more compounds)
Compound	sdo1 growth Rescue 24 h	sdo1 growth	Insulin prom inh
CCCCOC(=O)C(C)c1c(C)[nH]c(=S)[nH]c1=O (stereo not given)	0.83	0.9	-86
COc1ccc(CCCc2nnc(SCc3nc4ccccc4c(=O)[nH]3)n2C)cc1	/	/	17
CCC(C)(C)NC(=O)C(c1ccco1)N(C(=O)Cn1nnc2ccccc21)c1ccc2c(c1)OCO2 (stereo not given)	-0.07	-0.28	-83
COc1ccc(NC(=O)NCCN2CCc3ccccc3C2)cc1	1.3	1.2	61
CCN1CCN(CC(O)COC(c2ccccc2)c2ccccc2)CC1 (stereo not given)	/	/	-7
CC(C)(C)n1nnnc1CN(Cc1ccc(F)cc1)Cc1ccco1	-0.42	-0.87	-45
Cc1n[nH]c(=S)n1/N=C/c1ccccc1	-1.2	-0.44	50
CCC(CC)C(=O)Nc1cc(=O)n(C)c(=O)n1C	-0.77	-0.27	/
Cc1ccccc1-n1c(-c2ccoc2C)n[nH]c1=S	0.78	0.15	6
Cn1cc([N+](=O)[O-])c(C(=O)Nc2cc(Oc3ccccc3)cc([N+](=O)[O-])c2)n1	-0.33	-0.89	53
CC(=O)Nc1cc(C(F)(F)F)ccc1Oc1cccc(Br)c1	-0.51	-0.85	/
O=C(Cc1ccccc1)N/N=C/c1ccc(OCC(=O)Nc2ccccc2)cc1	1.2	0.47	6
CS(=O)(=O)c1ccc(C(=O)OCC(=O)NC23CC4CC(CC(C4)C2)C3)cc1[N+](=O)[O-]	-1.1	-0.83	37
COc1ccc(NC(=S)NC(NC(C)=O)C(Cl)(Cl)Cl)c([N+](=O)[O-])c1 (stereo not given)	0.18	0.86	/
CSc1ccccc1-c1nnc(-c2ccc(Cl)c(Cl)c2)o1	-0.69	-1.4	40
COc1ccc2c(CC(=O)OCC(=O)c3ccc(F)cc3)coc2c1	0.24	-0.1	/
Cc1c(NC(=O)/C(=C/c2cccs2)NC(=O)c2ccccc2)c(=O)n(-c2ccccc2)n1C	/	/	36
O=C(CSc1ccccc1)Nc1cccc(NC(=O)c2ccco2)c1	-0.03	-0.68	52
Cc1cc2oc3c(c(=O)c2cc1C)C(c1ccc(C(C)C)cc1)N(CCCN1CCOCC1)C3=O (stereo not given)	-0.88	-0.55	10
CC(=O)c1cnc(Nc2cccc(Cl)c2Cl)s1	/	/	9

Three entries from above, arranged by number of heavy atoms, highest first.
Compound	sdo1 growth Rescue 24 h	sdo1 growth	Insulin prom inh
COc1ccc2c(CC(=O)OCC(=O)c3ccc(F)cc3)coc2c1	0.24	-0.1	/
O=C(Nn1c(C2CCC2)nc2ccccc2c1=O)c1cccs1	/	/	0
CCC(CC)C(=O)Nc1cc(=O)n(C)c(=O)n1C	-0.77	-0.27	/

Rewritten with two lines to a compound: part of the list above
Order of results – sdo1 growth Rescue 24 h	sdo1 growth	Insulin prom inh
COc1ccc(NC(=S)NC(NC(C)=O)C(Cl)(Cl)Cl)c([N+](=O)[O-])c1 (stereo not given)
  0.18	0.86	/
CSc1ccccc1-c1nnc(-c2ccc(Cl)c(Cl)c2)o1
  -0.69	-1.4	40
COc1ccc2c(CC(=O)OCC(=O)c3ccc(F)cc3)coc2c1
  0.24	-0.1	/
Cc1c(NC(=O)/C(=C/c2cccs2)NC(=O)c2ccccc2)c(=O)n(-c2ccccc2)n1C
  /	/	36
O=C(CSc1ccccc1)Nc1cccc(NC(=O)c2ccco2)c1
  -0.03	-0.68	52
Cc1cc2oc3c(c(=O)c2cc1C)C(c1ccc(C(C)C)cc1)N(CCCN1CCOCC1)C3=O (stereo not given)
  -0.88	-0.55	10
CC(=O)c1cnc(Nc2cccc(Cl)c2Cl)s1
  /	/	9
